# Bioassay records (PubChem)
# PI5P4K alpha inh = inhibitors of human PI5P4K alpha. PI5P4Kalpha enzyme, ADP-Glo luminescence, 60 min; stronger effect = lower value. max response, %. actives 1.2% (n = 330,000). AID 652105; active means max response of -50% or lower; inconclusive means between -30% and -50%; inactive means -30% or higher; further: value at the top dose of about 77 µM; on the % scale 0 is the no-effect control and ±100 the full control effect
#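 Human PI5P4Kalpha with substrate in 0.038 M HEPES pH 7.4, 0.28 mM EGTA, 0.1% CHAPS, 5% DMSO; reaction started with 5 microM ATP (final), 60 min at room temperature. ADP formed read by ADP-Glo luminescence.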
# WRN inhibitor = inhibitors of human WRN helicase; Potency, µM (doses to about 114 µM), without a hit: top-dose activity change, negative = inhibition, actives largely listed as inhibitors; actives 0.46% (n = 360,000); WRN helicase unwinding, fluorescent forked duplex, kinetic; further: potency means the concentration at half of the fitted maximal effect; on the % scale 0 is the no-effect control and ±100 the full control effect; nearly all actives have a fitted effect of over 55% in size
# Target sequence (Q14191 whole entry, looked up): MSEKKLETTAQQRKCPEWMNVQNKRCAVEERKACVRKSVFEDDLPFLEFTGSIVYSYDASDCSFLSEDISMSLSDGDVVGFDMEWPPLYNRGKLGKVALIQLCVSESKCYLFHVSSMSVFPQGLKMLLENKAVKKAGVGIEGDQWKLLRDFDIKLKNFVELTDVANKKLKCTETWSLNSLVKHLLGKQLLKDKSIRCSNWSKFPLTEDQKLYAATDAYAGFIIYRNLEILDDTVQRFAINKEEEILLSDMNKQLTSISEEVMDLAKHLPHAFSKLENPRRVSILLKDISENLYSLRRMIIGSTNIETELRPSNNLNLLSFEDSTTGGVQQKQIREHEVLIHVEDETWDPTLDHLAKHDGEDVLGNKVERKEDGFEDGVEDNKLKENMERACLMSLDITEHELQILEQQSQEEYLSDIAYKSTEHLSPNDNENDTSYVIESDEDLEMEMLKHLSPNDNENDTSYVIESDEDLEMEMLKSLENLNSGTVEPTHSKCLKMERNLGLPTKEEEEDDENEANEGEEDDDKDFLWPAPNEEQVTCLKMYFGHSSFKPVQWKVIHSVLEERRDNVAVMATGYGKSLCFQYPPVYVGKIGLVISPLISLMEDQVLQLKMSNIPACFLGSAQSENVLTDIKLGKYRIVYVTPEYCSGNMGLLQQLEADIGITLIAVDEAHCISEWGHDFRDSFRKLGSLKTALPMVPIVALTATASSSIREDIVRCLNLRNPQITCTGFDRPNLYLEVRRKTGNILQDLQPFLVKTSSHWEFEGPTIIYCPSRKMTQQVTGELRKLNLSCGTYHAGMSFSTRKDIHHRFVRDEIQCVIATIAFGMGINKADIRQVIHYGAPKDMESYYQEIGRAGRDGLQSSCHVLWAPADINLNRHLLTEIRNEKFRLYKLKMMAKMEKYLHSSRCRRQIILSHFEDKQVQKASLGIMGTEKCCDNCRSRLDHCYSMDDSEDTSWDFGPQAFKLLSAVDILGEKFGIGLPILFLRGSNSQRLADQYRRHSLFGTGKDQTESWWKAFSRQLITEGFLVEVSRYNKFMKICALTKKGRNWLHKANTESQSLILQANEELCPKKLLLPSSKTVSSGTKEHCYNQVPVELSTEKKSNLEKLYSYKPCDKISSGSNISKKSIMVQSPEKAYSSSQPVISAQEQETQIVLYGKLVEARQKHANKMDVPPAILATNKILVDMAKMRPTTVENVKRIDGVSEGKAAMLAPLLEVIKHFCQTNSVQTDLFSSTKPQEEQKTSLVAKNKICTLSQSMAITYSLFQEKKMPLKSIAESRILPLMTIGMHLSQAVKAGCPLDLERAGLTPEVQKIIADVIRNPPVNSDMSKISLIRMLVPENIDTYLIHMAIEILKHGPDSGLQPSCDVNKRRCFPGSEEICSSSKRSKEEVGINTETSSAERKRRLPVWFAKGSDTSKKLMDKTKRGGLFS
#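 Kinetic fluorescence helicase assay: unwinding of a quenched forked DNA duplex (100 nM final) with 2 mM ATP final raises red fluorescence (525/598 nm). Compounds sat 15 min at room temperature with 20 nM WRN beforehand.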
# EPAC1 antagonist = antagonists of human EPAC1. O95398. EPAC1 GEF assay, Rap1b-BODIPY-GDP exchange fluorescence. Potency, µM (series often up to 115 µM), for the others: at the highest dose activity change, negative = inhibition, actives largely listed as inhibitors. actives 0.14% (n = 360,000). AID 720709;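 further: potency means the concentration at half of the fitted maximal effect; plate controls were vehicle for no effect and positive control for full effect; nearly all actives have a fitted effect of over 50% in size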
# EPAC2 antagonist = blocks human EPAC2 exchange factor. Q8WZA2. EPAC2 GEF exchange of Rap1B-BODIPY-GDP, fluorescence. Potency, µM (series often up to 114 µM), inactives show at the top dose activity, negative = inhibition, most hits filed as inhibitors. actives 0.18% (n = 360,000). AID 720708; further: potency means the concentration at half of the fitted maximal effect; on the % scale 0 is the no-effect control and ±100 the full control effect; nearly all actives have a fitted effect of over 45% in size; many of its hits are not listed in these tables
# CCT modulator = changes cytosolic chaperonin activity; purified chaperonin ATPase assay, HTRF ADP detection, 30 min; activity change, % (no concentration beside the values), hits read low; actives 0.3% (n = 360,000); AID 651819; in the data active means activity change below about -30%; further: on the % scale 0 is the no-effect control and ±100 the full control effect
#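 Enzyme 40 or 20 nM (batch-dependent) in Tris pH 7.4/KCl/MgCl2/DTT; cpd 76 uM single point; ATP 10 uM; 30 min 37 °C; Transcreener ADP HTRF detection, 30 min RT; ratio 665/615.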
# PLK1 PBD inh = PLK1 (human) polo-box domain binding inhibition; AID 720504; Potency, µM, for the others: max response, negative = inhibition, actives largely listed as inhibitors; P53350; actives 2.8% (n = 360,000); Plk1 PBD binding of FITC phosphopeptide, fluorescence polarization; further: potency means the concentration at half of the fitted maximal effect; series mostly up to about 57 µM; on the % scale 0 is the no-effect control and ±100 the full control effect; nearly all actives have a fitted effect of over 65% in size
# EPAC1 agonist = activates human EPAC1 exchange factor; EPAC1 agonist qHTS, biochemical assay; response scale: 100% = response to 6.5 mM cAMP; O95398; actives 0.073% (n = 360,000); Potency, µM (top dose mostly 154 µM), without a hit: at the highest dose activation, hits mostly activators; further: potency means the concentration at half of the fitted maximal effect; nearly all actives have a fitted effect of over 60% in size
#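 EPAC1 100 nM, Rap1B–BODIPY-GDP 250 nM, unlabeled GDP 50 uM; compound titration; 5 min RT; kinetic read ex480/em540 at 5-min intervals ×30 min; data normalized to 6.5 mM cAMP agonist control.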
# MmCpn inh = M. maripaludis TRiC chaperonin inhibition; purified Mm-Cpn ATPase, ADP Transcreener TR-FRET; actives 0.031% (n = 330,000); Potency, µM (top dose mostly 76.9 µM), for the others: at the highest dose activity, negative = inhibition, actives largely listed as inhibitors; further: potency means the concentration at half of the fitted maximal effect; on the % scale 0 is the no-effect control and ±100 the full control effect; nearly all actives have a fitted effect of over 80% in size
#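 Measured: ADP formation by purified Mm-CPN. Conditions: 25 nM protein, 10 uM ATP, Tris pH 7.4 with Mg2+, K+ and DTT, 37°C for 30 min. Detection: Transcreener HTRF after 30 min at room temperature.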
# An asterisk follows results filed as active; ? = inconclusive; · = not tested or not shown; & = joins results of further samples; [ ] = dose if it differs, or a comment. Unless noted, the call rests on the fitted dose curve; in most records, active means well fitted curve in the direction sought with a large enough effect; inconclusive means small, poorly fitted or top-dose-only effect, or another doubt; inactive means no such curve, though single readings can be large; an effect the other way counts as inactive or inconclusive. This is a subset, so the mix of outcomes need not match the whole.
(1) Cc1cc(C)c2c(NC(=S)NC(=O)c3ccccc3)nn(C)c2n1
(2) Clc1ccc(CSc2nnc(-c3ccncc3)o2)c(Cl)c1
(3) O=S(=O)(Cc1ccc(Cl)cc1)c1ncc(CO)n1Cc1ccccc1
(4) CN(C)CCNC(=O)CNC(=S)N(CCCN1CCOCC1)Cc1cccs1
(5) CCOc1ccccc1-c1noc(CCC(=O)NC2CCCCC2)n1
(6) CC(C)c1ccc(CN(C(=O)c2cccs2)C2CCS(=O)(=O)C2)cc1 (stereo not drawn)

entry no.	1	2	3	4	5	6
PI5P4K alpha inh	2	3	3	-6	3	0
WRN inhibitor	0%	-12%	-2%	1%	6%	-5%
EPAC1 antagonist	-11%	-1%	17%	4%	2%	-13%
EPAC2 antagonist	-2%	-3%	1%	1%	5%	-19%
CCT modulator	-0.7	-2.1	1.6	-0.8	2.5	-6.0
PLK1 PBD inh	-5%	3%	-7%	-6%	1%	-14%
EPAC1 agonist	-7%	5%	-3%	0%	2%	-8%
MmCpn inh	0%	0%	-6%	2%	-1%	-1%

(7) c1ccc(NC2=NCCN2CCCC2CCCC2)cc1
(8) CCOc1ccc(NS(=O)(=O)c2ccc(C(=O)N(C)CC(=O)Nc3ccc(OC)cc3)cc2)cc1
(9) CCOC(=O)Cc1nnc(NC(=O)CC)s1
(10) COC(=O)c1c(NC(=O)c2ccco2)sc(C(=O)Nc2ccc(F)cc2)c1C
(11) C[C@H](NC(=O)c1nc[nH]c1C(=O)N[C@@H](CCCCN)C(=O)OC(C)(C)C)C(=O)OCc1ccccc1
(12) O=C(c1nc2ccccc2s1)N1CCN(c2ccccn2)CC1

entry no.	7	8	9	10	11	12
PI5P4K alpha inh	-5	5	-1	·	2	9
WRN inhibitor	-11%	-5%	-17%	2%	-5%	-12%
EPAC1 antagonist	-7%	-17%	12%	10%	-12%	2%
EPAC2 antagonist	6%	-12%	13%	2%	5%	0%
CCT modulator	0.3	-3.0	-0.1	-6.5	-2.5	1.3
PLK1 PBD inh	-2%	-2%	-9%	0%	-4%	-1%
EPAC1 agonist	2%	-1%	11%	-12%	-20%	-7%
MmCpn inh	-1%	1%	-2%	-1%	-3%	1%

(13) CCOC(=O)N1CCN(Cc2nc3ccc([N+](=O)[O-])cc3c(=O)n2-c2ccccc2F)CC1
(14) Cc1ccc(S(=O)(=O)N(C)C)cc1NC(=O)CCNC(=O)c1ccco1
(15) COC(=O)CC1COc2ccccc2N1C(=O)c1ccc(Br)cc1 (stereo not drawn)
(16) NC(=O)c1sc2nc3c(c(-c4ccc(Cl)cc4)c2c1N)CCCC3
(17) Cn1c(N2CCCC2)nc2c1c(=O)n(Cc1ccc(Cl)cc1)c(=O)n2C
(18) Cc1ccccc1C(=O)Nc1nnc(-c2ccc(F)cc2)o1

entry no.	13	14	15	16	17	18
PI5P4K alpha inh	3	1	-7	-12	·	-4
WRN inhibitor	1%	10%	0%	-25%	-1%	3%
EPAC1 antagonist	-2%	8%	0%	-4%	6%	0%
EPAC2 antagonist	5%	13%	-7%	0%	2%	-16%
CCT modulator	0.4	-5.8	-1.4	-0.3	-2.0	-4.5
PLK1 PBD inh	2%	-5%	-13%	-14%	-1%	4%
EPAC1 agonist	0%	4%	8%	-25%	2%	-18%
MmCpn inh	1%	1%	4%	0%	-1%	0%

(19) CC(C)(C)c1ccc(-c2nc3n(c(=O)c2C#N)CCS3)cc1
(20) COc1ccc(OC)c(NC(=O)CSc2nc(=O)n(Cc3ccccn3)c3c2CCC3)c1
(21) C=CCN1c2ccccc2Sc2cnccc21
(22) CCCc1cc(C(=O)Nc2cccc([N+](=O)[O-])c2)cs1
(23) COc1ccc(NC(=O)CSCCc2ccccn2)cc1OC
(24) O=c1cc(C=NNc2ccc([N+](=O)[O-])cc2)[nH]c(=O)[nH]1

entry no.	19	20	21	22	23	24
PI5P4K alpha inh	1	6	0	-3	1	-3
WRN inhibitor	-26%	6%	3%	-15%	-9%	?
EPAC1 antagonist	-19%	7%	9%	-8%	5%	3%
EPAC2 antagonist	?	-4%	-13%	-16%	-1%	12%
CCT modulator	-0.5	-0.7	1.3	1.2	1.8	0.2
PLK1 PBD inh	-11%	-3%	-9%	-6%	-2%	-4%
EPAC1 agonist	-1%	16%	-7%	15%	6%	-13%
MmCpn inh	-1%	2%	·	0%	1%	·

(25) COc1cccc(C(=O)OCC(=O)Nc2ccc3c(c2)OCCO3)c1
(26) O=C(NCCCN1CCCC(O)C1)c1cc(COc2ccc(F)cc2F)on1 (stereo not drawn)
(27) Cc1cc(C(=O)N/N=C/c2ccc(O)c([N+](=O)[O-])c2)c(C)n1-c1ccc(F)cc1
(28) O=C(CN(c1ccc(F)cc1)S(=O)(=O)c1ccc2c(c1)OCCO2)Nc1ccc2c(c1)OCO2
(29) O=C(O)C(Cc1c[nH]c2ccccc12)N1C(=O)c2ccccc2C1=O (stereo not drawn)
(30) O=C(c1ccc2ccccc2n1)N1CCN(S(=O)(=O)c2ccccc2)CC1

entry no.	25	26	27	28	29	30
PI5P4K alpha inh	-4	-8	-71*	-5	-2	5
WRN inhibitor	8%	-5%	?	0%	3%	5%
EPAC1 antagonist	0%	-16%	?	-10%	23%	-9%
EPAC2 antagonist	16%	3%	4%	3%	3%	8%
CCT modulator	-3.6	-3.1	0.1	-0.5	1.1	-3.6
PLK1 PBD inh	4%	-12%	-24%	1%	-13%	-5%
EPAC1 agonist	-1%	-9%	-3%	-5%	3%	-1%
MmCpn inh	1%	0%	1%	2%	1%&0%	0%

# Rewritten with two lines to a compound: part of the list above
# Value order – PI5P4K alpha inh, WRN inhibitor, EPAC1 antagonist, EPAC2 antagonist, CCT modulator, PLK1 PBD inh, EPAC1 agonist, MmCpn inh
19. CC(C)(C)c1ccc(-c2nc3n(c(=O)c2C#N)CCS3)cc1
  1, -26%, -19%, ?, -0.5, -11%, -1%, -1%
20. COc1ccc(OC)c(NC(=O)CSc2nc(=O)n(Cc3ccccn3)c3c2CCC3)c1
  6, 6%, 7%, -4%, -0.7, -3%, 16%, 2%
21. C=CCN1c2ccccc2Sc2cnccc21
  0, 3%, 9%, -13%, 1.3, -9%, -7%, ·
22. CCCc1cc(C(=O)Nc2cccc([N+](=O)[O-])c2)cs1
  -3, -15%, -8%, -16%, 1.2, -6%, 15%, 0%
23. COc1ccc(NC(=O)CSCCc2ccccn2)cc1OC
  1, -9%, 5%, -1%, 1.8, -2%, 6%, 1%
24. O=c1cc(C=NNc2ccc([N+](=O)[O-])cc2)[nH]c(=O)[nH]1
  -3, ?, 3%, 12%, 0.2, -4%, -13%, ·
25. COc1cccc(C(=O)OCC(=O)Nc2ccc3c(c2)OCCO3)c1
  -4, 8%, 0%, 16%, -3.6, 4%, -1%, 1%
26. O=C(NCCCN1CCCC(O)C1)c1cc(COc2ccc(F)cc2F)on1 (stereo not drawn)
  -8, -5%, -16%, 3%, -3.1, -12%, -9%, 0%
27. Cc1cc(C(=O)N/N=C/c2ccc(O)c([N+](=O)[O-])c2)c(C)n1-c1ccc(F)cc1
  -71*, ?, ?, 4%, 0.1, -24%, -3%, 1%

# Next section:
(31) COc1ccc(C)cc1C(=O)C1CC(C(=O)O)C(C)(C)C1C (stereo not drawn)
(32) Cc1ccc(OCc2nc(-c3ccccc3)no2)c(C)c1
(33) Cc1cc(-c2nnc(CCC(=O)NCc3ccc(OC(F)(F)F)cc3)o2)no1
(34) COc1ccccc1NC(NC(=O)c1ccccn1)C(Cl)(Cl)Cl (stereo not drawn)
(35) O=C(Cc1ccccc1)NN1C(=O)C2C3C=CC([C@@H]2C1=O)C31CC1 (stereo partly drawn)
(36) CCN(c1ccccc1)S(=O)(=O)c1ccc(OC)c(NC(=O)c2cc(F)c(F)c(F)c2F)c1

entry no.	31	32	33	34	35	36
PI5P4K alpha inh	-3	36	7	-2	0	-2
WRN inhibitor	2%	-9%	-4%[57.1 µM]	16%	7%	0%
EPAC1 antagonist	15%	16%	-10%	-3%	8%	0%
EPAC2 antagonist	15%[57.1 µM]	-3%	2%	3%	6%	3%
CCT modulator	-1.1	3.8	0.1	-1.7	-0.6	-0.5
PLK1 PBD inh	-2%	-6%	1%	-2%	5%	-2%
EPAC1 agonist	1%	9%	-27%	-9%	-2%	-2%
MmCpn inh	1%	-1%	0%	2%	2%	0%

(37) Cc1ccc(C(=O)O/N=C(\N)Cc2ccc([N+](=O)[O-])cc2)c(Cl)c1
(38) COc1ccccc1N(C)S(=O)(=O)c1ccc(C(=O)NCc2ccccc2CN2CCCC2)cc1
(39) O=C(CSc1nnc(-c2ccncc2)n1CCc1ccccc1)NCc1ccccc1
(40) Cc1cc(S(=O)(=O)NCC(=O)O)ccc1F
(41) CSc1ccccc1NC(=O)Nc1cccc2ccccc12
(42) CCOC(=O)Cn1c(=N)n(Cc2ccccc2F)c2ccccc21

entry no.	37	38	39	40	41	42
PI5P4K alpha inh	1	7	0	-19	0	1
WRN inhibitor	-3%	-11%	0%	7%	2%	6%
EPAC1 antagonist	-13%	4%	8%	-2%	11%	5%
EPAC2 antagonist	-28%	-7%	-2%	7%	2%	8%
CCT modulator	-2.4	0.1	0.4	0.0	-2.7	-1.1
PLK1 PBD inh	-19%	-3%	-11%	21µM*	-9%	0%
EPAC1 agonist	9%	-8%	-1%	0%	3%	0%
MmCpn inh	2%	·	1%	-5%	1%	-4%

(43) O=C(NCCN1CCCCC1)c1cc(COc2c(F)cccc2F)on1
(44) Cc1cc(C)c(C#N)c(SCC(=O)Nc2nonc2N)n1
(45) CCN(CC(=O)Nc1c(F)cccc1F)C(=O)c1ccc(Cl)c(S(=O)(=O)N2CCCC2)c1
(46) COc1cc(NC(=O)c2cccs2)c(C(=O)OCC(=O)NCc2ccco2)cc1OC
(47) COC(=O)c1oc2c(c1C)C1(CCC2)SCCS1
(48) Cc1nn(-c2ccccc2)c(=S)n1-c1ccccc1

entry no.	43	44	45	46	47	48
PI5P4K alpha inh	12	6	-4	-24	-10	3
WRN inhibitor	-2%	-18%	-28%	?	-4%[57.1 µM]	-9%
EPAC1 antagonist	?	1%	-2%	-8%	0%	12%
EPAC2 antagonist	-1%	0%	6%	1%[57.1 µM]	-13%	17%
CCT modulator	0.3	0.2	0.9	-1.9	0.9	-0.1
PLK1 PBD inh	-6%	-1%	-6%	-20%	?	-4%
EPAC1 agonist	-2%	1%	11%	-18%	7%	2%
MmCpn inh	-2%	-4%	-2%	-2%	-1%	1%
